# KCNK3 inh = human KCNK3 channel inhibition, primary screen. B-score at 10 µM. O14649. CHO-KCNK3 thallium flux, FluxOR fluorescence; active compounds read low. hit rate 0.84% among 340,000;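 active means B-score under library mean minus 4 SD, starting fluorescence ratio at most library mean plus 5 SD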;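 further: more negative B-score means stronger inhibition of thallium flux through KCNK3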
# PolyA inh = blocks polyadenylation in yeast reporter cells. S. cerevisiae SKY197-pL101 polyadenylation reporter, beta-gal luminescence; efflux-impaired pdr1/pdr3 knockout yeast; score 100 = 6 SD above DMSO. calls only at 12 µM. hit rate 0.02% among 300,000. AID 1875;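 active means lowest replicate activity score at least 50, where 100 means six control SD above control mean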;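 further: yeast exposed to compound for 9 h at 30 °C; higher score means more reporter readthrough which indicates perturbed polyadenylation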
# HDAC3 inh = human HDAC3 inhibition; O15379; recombinant HDAC3, fluorogenic peptide/trypsin coupled, fluorescence; inhibition, % at 8.3 µM; hit rate 0.15% among 320,000; AID 2718; in the data active means inhibition above about 26%, passing the limit was not always enough
# Target sequence (O15379 whole entry, looked up): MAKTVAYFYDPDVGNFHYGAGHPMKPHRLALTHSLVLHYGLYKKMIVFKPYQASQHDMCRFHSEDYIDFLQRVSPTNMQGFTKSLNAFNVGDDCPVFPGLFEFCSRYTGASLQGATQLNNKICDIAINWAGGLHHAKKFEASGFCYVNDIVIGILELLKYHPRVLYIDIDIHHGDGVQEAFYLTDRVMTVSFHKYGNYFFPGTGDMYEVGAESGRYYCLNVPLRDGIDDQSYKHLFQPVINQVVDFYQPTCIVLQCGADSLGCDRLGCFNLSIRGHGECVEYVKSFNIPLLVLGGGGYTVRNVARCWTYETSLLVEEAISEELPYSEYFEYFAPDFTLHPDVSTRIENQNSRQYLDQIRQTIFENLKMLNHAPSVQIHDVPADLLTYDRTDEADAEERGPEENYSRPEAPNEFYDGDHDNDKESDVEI
# KCNQ1 act = human KCNQ1 channel potentiation or activation; P51787; CHO-K1 KCNQ1, thallium flux FluxOR fluorescence; active compounds read high; B-score at 10 µM; hit rate 0.35% among 310,000; AID 2648;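 active means fluorescence ratio B-score, a plate-corrected score, at least three library SD, with initial intensity B-score within 5 SD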
#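 assay system = CHO-K1 cells stably expressing KCNQ1 | medium = assay buffer, equal DMSO in all wells | timing = 37 °C overnight plating, 90-min dark dye load, 20-min compound pretreatment | measured by = kinetic FluxOR thallium fluorescence, 10-s 1-Hz baseline, 110-s post-stimulus read | measure = fluorescence change relative to baseline, converted to B score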
# KCNK9 inh = blocks the human KCNK9 two-pore domain potassium channel | Q9NPC2 | HEK293 KCNK9, FluxOR thallium flux fluorescence; active compounds read low | B-score at 10 µM | hit rate 1.2% among 310,000;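 active means ratio B-score over 3 SD below the library mean, with starting fluorescence within 5 SD of its mean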;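 further: negative B-score means less thallium flux so channel inhibition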
# Target sequence (Q9NPC2 whole entry, looked up, the tested form may be a part): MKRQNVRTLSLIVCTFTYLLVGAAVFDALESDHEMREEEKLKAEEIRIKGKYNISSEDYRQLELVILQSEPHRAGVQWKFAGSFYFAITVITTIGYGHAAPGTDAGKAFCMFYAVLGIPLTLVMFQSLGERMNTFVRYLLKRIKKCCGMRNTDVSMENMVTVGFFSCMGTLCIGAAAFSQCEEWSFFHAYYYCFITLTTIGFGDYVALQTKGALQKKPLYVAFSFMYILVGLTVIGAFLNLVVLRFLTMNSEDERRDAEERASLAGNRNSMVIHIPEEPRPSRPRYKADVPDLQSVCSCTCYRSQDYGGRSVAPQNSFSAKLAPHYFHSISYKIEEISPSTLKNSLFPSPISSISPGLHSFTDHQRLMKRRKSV
# Dyrk1A ADPGlo = Dyrk1A (rat) kinase inhibition; ADP-Glo luminescence, NFATc1 peptide; AID 504441; Q63470; inhibition, % at 12.5 µM; hit rate 0.43% among 310,000; in the data active means inhibition above about 50%;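 further: plate controls were vehicle with enzyme for no effect and no enzyme for full effect; many of its hits are not listed in these tables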
# RGS4 pot = RGS4 potentiation or activation; AID 463111; hit rate 0.92% among 310,000; B-score at 10 µM; HEK293 M3R/inducible RGS4, carbachol calcium flux Fluo4; active compounds read low;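 active means B-score of the integrated calcium signal more than 4 SD below the library mean, with starting fluorescence not abnormally high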;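 further: negative B-score means reduced calcium response which marks RGS4 activation or potentiation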
#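 Also added: carbachol at ECmax as muscarinic agonist stimulus; Assay system: HEK293 cells with stable M3R and inducible RGS4; Timing: overnight RGS4 induction, 30 min dye load 37 °C, 20 min compound RT; Measured by: Fluo4-AM (2 µM) calcium-flux fluorescence, kinetic read.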
# hERG rescue = shields human hERG channel from block by proarrhythmic agents; Q12809; CHO-hERG, FluxOR thallium flux, dofetilide IC70 present; activation (rescue from dofetilide block), less the hit threshold, % at 10 µM; hit rate 0.51% among 310,000; AID 1511;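 active means activation above the mean of controls blocked by dofetilide plus 5 SD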;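 further: thallium influx through hERG after potassium depolarization seen as dye fluorescence rise; in these data hits start at about 4.7%; inactives centre near -7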
# GSK3B inh = blocks human GSK3beta kinase activity | P49841 | GST-GSK3beta kinase, ADP-Glo luminescence, 60 min; active compounds read low | activity score (negative = inhibition), % at 10 µM | hit rate 0.038% among 300,000 | AID 2097;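 active means more than half of replicate wells score below -50%, meaning over 50% inhibition versus plate controls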;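 further: 0% = median DMSO wells and -100% = median GW8510 positive control wells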
#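 Test system: GST-tagged human GSK3beta kinase, cell-free; evaluation: activity score scaled between in-plate DMSO and GW8510 controls; measured by: ADP-Glo luminescence; incubation: 60 min reaction, RT; benchmarks: DMSO and 20 µM GW8510; reagent: peptide substrate plus 25 µM ATP (final); medium: Tris/MgCl2 kinase buffer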
# KCNQ1 inh = human KCNQ1 channel inhibition. AID 2642. B-score at 10 µM. hit rate 1.3% among 310,000. P51787. CHO-K1 KCNQ1, FluxOR thallium flux fluorescence; active compounds read high;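 active means compounds whose thallium flux B-score, printed positive for inhibition, exceeds three library SD while starting fluorescence stays within three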;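 further: channel opened by potassium depolarization with thallium stimulus after 20 min compound exposure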
# GSK3A inh = inhibitors of human GSK-3 alpha kinase. P49840. ADP-Glo luminescence, 60 min. inhibition, % at 10 µM. hit rate 0.1% among 320,000. AID 2650;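 in the data active means inhibition above about 50%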;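 further: GST-tagged GSK-3 alpha with peptide substrate and 25 µM ATP; 0% = DMSO neutral wells and 100% = GW8510 positive control wells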
# * = called active by the depositor; i = inactive; x = no result given. These rows are one share of the data; the hit share may differ from the screen's.
# Screens in order – KCNK3 inh	PolyA inh	HDAC3 inh	KCNQ1 act	KCNK9 inh	Dyrk1A ADPGlo	RGS4 pot	hERG rescue	GSK3B inh	KCNQ1 inh	GSK3A inh
1. COc1ccc(N2CCN(C(=O)CN(C)S(=O)(=O)c3cnc[nH]3)CC2)cc1
  i	i	1	i	i	6	i	-10	-4	i	-1
2. COc1ccc(C(=O)/C=C/c2ccc(OC3CSC3)cc2)cc1
  i	i	12	i	i	-5	i	-8	-2	i	-2
3. C=CCOc1c(Br)cc(/C=N/NC(=O)Cc2ccc(C(F)(F)F)cc2[N+](=O)[O-])cc1OC
  i	i	-3	i	i	-4	i	-5	-1	i	-2
4. COc1ccccc1N1C(=NC(=O)C(C)Oc2ccccc2)SC2CS(=O)(=O)CC21 (centres undefined)
  i	i	-2	i	i	-6	i	-9	2	i	-2
5. COc1ccc(-c2nnc(OC)c3ccccc23)cc1
  i	i	3	i	i	4	i	-5	1	i	0
6. COCC(=O)Nc1ccccc1C(=O)NC(C)C
  i	i	-2	i	i	0	i	-6	7	i	8
7. COC(=O)C1=C(N)Oc2cc(C)oc(=O)c2C1c1cccnc1 (centres undefined)
  i	i	2	i	i	3	i	-11	2	i	-1
8. S=C(NCc1cccs1)Nc1ccccc1Cl
  i	i	-1	i	i	1	i	-5	0	i	0
9. Cc1ccc(-n2c(=O)[nH]cc(C(=O)N3CCc4ccccc43)c2=O)cc1
  i	i	0	i	i	-7	i	-10	-1	i	-2
10. Cc1nc(=O)c(-c2ccccc2)c(C)n1-c1ccccc1O
  i	i	-5	i	i	5	i	-6	1	i	0
11. Cc1cccc(-c2cc3nc(C)cc(C)n3n2)c1
  i	i	-4	i	i	7	i	-8	0	i	-3
12. CN1/C(=C\C(=O)CSc2ncn[nH]2)C(C)(C)c2ccccc21
  i	i	2	i	i	-3	i	-13	1	i	1
13. CCCCCC(O)CCc1n[nH]c(=S)n1-c1ccccc1 (centres undefined)
  i	i	-1	i	i	0	i	-4	2	i	8
14. COc1ccccc1OCCNC1CCCC1
  i	i	1	i	i	2	i	-10	1	i	-4
15. COc1ccc(CCn2c(=N)c(S(=O)(=O)c3ccc(Cl)cc3)cc3c(=O)n4ccccc4nc32)cc1
  i	i	-1	i	i	-5	i	-7	0	i	1
16. CNS(=O)(=O)c1cn(CC(=O)NCc2ccc(OC)cc2)cc1S(=O)(=O)NC
  i	i	1	i	i	-6	i	-5	-1	i	-3
17. Nc1nc2n(n1)C(c1ccco1)CC(c1ccc(Cl)cc1Cl)N2 (centres undefined)
  i	i	1	i	i	-4	i	-7	1	i	-1
18. CCCS(=O)(=O)N1CCN(S(=O)(=O)c2ccc(F)cc2)CC1
  i	i	8	i	i	0	i	-7	-3	i	2
19. COc1ccc(N(CCC(=O)O)S(=O)(=O)c2ccc(C)c(C)c2)cc1
  i	i	x	i	i	5	i	-12	0	i	-5
20. COc1ccccc1C=NC(CO)C(O)c1ccc([N+](=O)[O-])cc1 (centres undefined)
  i	i	5	i	i	-1	i	-5	-1	i	2
21. COC(=O)c1cccc(NC(=S)NCc2ccc(Cl)cc2)c1
  i	i	3	i	i	9	i	-2	-2	i	x
22. COC(=O)[C@@]12CCCN1[C@H](c1ccc(-c3cccc(Cl)c3)cc1)[C@H]1C(=O)N(C)C(=O)[C@H]12
  i	i	3	i	-7.1*	-5	i	-15	6	i	4
23. c1ccc(CSc2nnc(-c3cccnc3)o2)cc1
  i	i	7	i	i	10	i	-7	-3	i	3
24. C=C(C)c1cccc(C(C)(C)NC(=O)Nc2ccc3[nH]c(=O)[nH]c3c2)c1
  i	i	5	i	i	4	i	-1	2	i	-9
25. Cc1ccc(-c2nnc(-c3ccccc3)c(-c3ccccc3)n2)cc1
  i	i	0	i	i	-2	i	-8	-2	i	1
26. CCCCCCc1nc2ccccc2c(=O)n1N
  i	i	0	i	i	-3	i	-12	-1	i	0
27. COc1cc(SC)ccc1C(=O)N1CCN(Cc2ccc3c(c2)OCO3)CC1
  i	i	3	i	i	1	i	-4	0	i	2
28. N=C1S/C(=C\c2cccc3ccccc23)C(=O)N1c1ccc(F)cc1
  i	i	5	i	i	-3	i	-2	3	i	1
29. CC(C)(C)C1CCc2c(sc(NC(=O)c3cccs3)c2C(=O)N2CCCCC2)C1 (centres undefined)
  i	i	9	i	i	-6	i	-14	6	i	0
30. N#C/C(=C\c1ccc(OC(=O)c2cccs2)cc1)c1nc2ccccc2[nH]1
  i	i	x	i	i	-6	i	-4	-1	i	x
31. CCCCCC(=O)Nc1cccc(C2=NOC3(C2)C[C@@H](C(N)=O)N(C(=O)C2(C)CC2)C3)c1 (some centres undefined)
  i	i	7	i	i	7	i	1	-2	i	0
32. CSc1ccc(NC(=O)Nc2ccccc2C(N)=O)cc1
  i	i	-4	i	i	1	i	-5	1	i	-2
33. Cc1ccc(C(=O)Nc2ccc(Oc3cccc(C(F)(F)F)c3)nc2)cc1
  i	i	-13	i	i	4	i	-8	3	i	-2
34. CCOC(=O)CSc1ccc(C(=O)Nc2ccc(Cl)cc2)cn1
  i	i	4	i	i	-2	i	-5	-3	i	0
35. CCC1(C)N=C(N)Nc2nc3cc(C)c(C)cc3n21 (centres undefined)
  i	i	x	i	i	0	i	-3	-15	i	3
36. O=C(CSc1nnc(CNC(=O)c2ccc(F)cc2)o1)NCc1ccc(F)cc1
  i	i	7	i	i	x	i	-3	3	i	3
37. CCc1ccc(NC(=O)COC(=O)CN2C(=O)COc3ccccc32)cc1
  i	i	-2	i	i	-2	i	-6	2	i	-2
38. Cc1ccc(-n2c(SCC(=O)c3c(N)n(C)c(=O)n(C)c3=O)nc3sc4c(c3c2=O)CCCC4)c(C)c1
  i	i	-1	i	i	6	i	-9	2	i	-2
39. C=CS(=O)c1sc(Cl)c(N2CCOCC2)c1[N+](=O)[O-] (centres undefined)
  x	i	x	i	i	x	i	-30	1	7*	x
40. CN(C)c1ccc(C(=O)N(Cc2ccccc2)Cc2ccccc2)cc1
  i	i	-7	i	i	4	i	-11	2	i	1
41. C/C(=N\NC(=O)c1c([N+](=O)[O-])c(C)nn1C)c1ccc(NC(=O)c2ccc(C)o2)cc1
  i	i	-1	i	i	4	i	-7	2	i	0
42. O=C(NC1CCCCC1)c1ccccc1-c1ccccc1
  i	i	3	i	i	-4	i	-5	-2	i	1
43. CCc1ccc(C(C(=O)NC2CCCC2)N(C(=O)c2csnn2)C2CC2)cc1 (centres undefined)
  i	i	3	i	i	-4	i	-4	-3	i	1
44. Cc1cc(Cl)ccc1OCC(=O)n1cc(C(=O)c2cc(Cl)ccc2O)cn1
  x	i	2	i	i	x	i	0	-2	i	-2
45. COC(=O)c1ccc(N2Cc3ccccc3/C2=N\C(=O)Nc2ccccc2)cc1
  i	i	-1	i	i	-2	i	-3	1	i	-3
46. COc1cc(-c2c(C(C)=O)c(C)nc3c2C(=O)c2ccccc2-3)cc(OC)c1OC
  i	i	x	i	i	-1	i	-2	-1	i	x
47. Cn1c(SCC(=O)N2c3ccccc3CCc3ccccc32)nnc1-c1ccc(O)cc1
  i	i	-3	i	i	0	i	-3	0	i	3
48. Cc1nnc(Nc2ccc(O)cc2)[nH]c1=O
  i	i	0	i	i	13	i	0	2	i	0
49. COc1cccc(C(=O)NNC(=O)Cc2ccc([N+](=O)[O-])cc2)c1
  i	i	-4	i	i	4	i	-6	-4	i	5
50. CC1=Nn2c(nnc2-c2ccccc2F)SC1
  i	i	3	i	i	-1	i	-14	2	i	-3
51. O=C(CCC(=O)NNC(=O)Cc1ccccc1)NCc1ccccc1
  i	i	2	i	i	-6	i	-5	-3	i	-1
52. O=C(OCc1ccc(F)cc1Cl)c1ccccn1
  i	i	1	i	i	-5	i	-13	1	i	-1
53. COc1ccccc1NC(=O)C(=O)c1cn(CC(=O)N2CCCC2)c2ccccc12
  i	i	6	i	i	x	i	-13	-2	i	1
54. O=C(Nc1ccc(OC(=O)c2ccccc2)c(-c2nc3ccccc3s2)c1)c1ccccc1
  i	i	-2	i	i	-2	i	-7	3	i	-2
55. COc1ccc(N2CC(C(=O)Nc3ccccc3C(=O)NC3CC3)CC2=O)cc1 (centres undefined)
  i	i	0	i	i	-4	i	-2	-1	i	-1
56. CC(/C=C/c1ccc2c(c1)OCO2)=N\NC(=O)COc1ccccc1C
  i	i	10	i	i	8	i	-11	2	i	-1
57. Cc1c(Br)c([N+](=O)[O-])nn1C(C)C(=O)Nc1nccs1 (centres undefined)
  i	i	0	i	i	-11	i	-1	-9	i	6
58. CCCC(=O)Nc1cc(C(=O)O)ccc1S(=O)(=O)c1ccc(Cl)cc1
  i	i	4	i	i	-9	i	-4	2	i	3
59. O=C(NC(NC(=O)c1ccccc1)c1cccc([N+](=O)[O-])c1)c1ccccc1
  i	i	-1	i	i	-4	i	-4	1	i	-2
60. CC(=O)OCC(=O)Nc1ccc(SC(F)F)cc1
  i	i	-6	i	i	5	i	-14	0	i	-3

# Entries of single compounds from above. Screens in order: KCNK3 inh, PolyA inh, HDAC3 inh, KCNQ1 act, KCNK9 inh, Dyrk1A ADPGlo, RGS4 pot, hERG rescue, GSK3B inh, KCNQ1 inh, GSK3A inh
# `CCC1(C)N=C(N)Nc2nc3cc(C)c(C)cc3n21` (centres undefined) reads i, i, x, i, i, 0, i, -3, -15, i, 3
# `COC(=O)C1=C(N)Oc2cc(C)oc(=O)c2C1c1cccnc1` (centres undefined) reads i, i, 2, i, i, 3, i, -11, 2, i, -1
# `CCCS(=O)(=O)N1CCN(S(=O)(=O)c2ccc(F)cc2)CC1` reads i, i, 8, i, i, 0, i, -7, -3, i, 2
# `COc1cc(-c2c(C(C)=O)c(C)nc3c2C(=O)c2ccccc2-3)cc(OC)c1OC` reads i, i, x, i, i, -1, i, -2, -1, i, x
# `COc1ccccc1N1C(=NC(=O)C(C)Oc2ccccc2)SC2CS(=O)(=O)CC21` (centres undefined) reads i, i, -2, i, i, -6, i, -9, 2, i, -2

# High-throughput results deposited in PubChem by several laboratories.
